Compound activity as filed in PubChem.
TRPC6 act = activators of mouse TRPC6 channel; Q61143; HEK293-TRPC6 membrane potential dye fluorescence; stronger effect = higher value; B-score at 10 µM; 310,000 compounds, 0.13% hits; AID 2550;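 active = B-score of the integrated fluorescence ratio above library mean plus 3 SD, and starting fluorescence ratio within library mean plus 5 SD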;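 note: higher score means more depolarization so channel activation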
TRPC6 inhibitor = blocks the mouse TRPC6 cation channel; HEK293-TRPC6, membrane potential dye, ACh-evoked depolarization; stronger effect = lower value; B-score at 10 µM; 310,000 compounds, 1.1% hits;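 active = B-score under library mean minus 3 SD, initial fluorescence not abnormally high, positive integrated signal ratio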;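 note: B-score derived from integrated fluorescence ratio over the kinetic read; more negative B-score means stronger inhibition of depolarization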
TRPC4 inh = TRPC4 (mouse) channel inhibition. HEK293 TRPC4beta/mu-opioid, DAMGO-evoked Fluo4 calcium flux; stronger effect = lower value. B-score at 10 µM. 300,000 compounds, 0.39% hits. AID 2247;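 active = B-score over 3 SD under the library average, no early fluorescence shift, positive overall ratio signal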
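Test system – stable TRPC4beta/mu-opioid receptor HEK293 cells · Probe or stimulus – DAMGO, a submaximal dose followed by a maximal one · Dosing – one concentration per compound · Signal – Fluo4 calcium fluorescence by kinetic imaging, 5 s 1 Hz baseline · Evaluation – per-well B score of integrated baseline-normalized Fluo4 ratio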
MrgX1 antagonist = blocks BAM8-22 activation of human MrgX1 receptor; Q96LB2; B-score at 10 µM; 310,000 compounds, 1.3% hits; MRGX1-HEK293 calcium flux, Fluo-4, BAM8-22 antagonism; stronger effect = lower value; AID 588676;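 active = calcium-response B-score plate-corrected more than 3 library SD below zero, starting fluorescence within 5 deviations, no agonist response on first addition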;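 note: peak minus trough fluorescence over baseline after final BAM8-22 challenge near maximal dose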
Target sequence (Q96LB2 whole entry, looked up): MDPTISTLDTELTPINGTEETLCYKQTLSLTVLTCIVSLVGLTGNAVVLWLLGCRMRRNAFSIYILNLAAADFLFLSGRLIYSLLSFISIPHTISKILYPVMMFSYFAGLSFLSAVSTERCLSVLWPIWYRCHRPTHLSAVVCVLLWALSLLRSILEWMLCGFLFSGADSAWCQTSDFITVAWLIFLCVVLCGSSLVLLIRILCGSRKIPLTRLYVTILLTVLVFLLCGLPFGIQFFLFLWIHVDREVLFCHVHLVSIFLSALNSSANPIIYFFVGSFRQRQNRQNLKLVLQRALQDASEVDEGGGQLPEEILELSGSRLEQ
MrgX1 ag = human MrgX1 receptor agonism, primary screen; Q96LB2; MrgX1-HEK293 cells, Fluo-4 calcium fluorescence, agonist mode; stronger effect = higher value; B-score at 10 µM; 310,000 compounds, 0.44% hits; AID 588627;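 active = calcium response B-score plate-corrected fluorescence ratio at least 3 library SD, with starting fluorescence B-score inside 5 SD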
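Assay system: MrgX1-expressing HEK293 cells / Amount: fifteen thousand cells per well / Doses: test compound in the initial addition of three / Timing: cells plated overnight, dye loaded 0.5 h 37 °C, 0.5 h room temperature / Technique: kinetic calcium dye fluorescence, Fluo-4 NW / Control set: positive and negative controls per plate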
SKKanGAS inh = blocks kanamycin growth of S. pyogenes SKKanGAS strain; BacTiter-Glo, 6 h; inhibition, % at 7.5 µM; 300,000 compounds, 1.3% hits;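 active = mean replicate score, as percent of positive control median, at least 50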;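 note: strain carries kanamycin resistance gene driven by streptokinase promoter and grows in 40 µg/ml kanamycin; loss of luminescence reflects streptokinase promoter inhibition or plain growth inhibition; 0% = median of DMSO wells and 100% = positive control at its reference dose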
TRPC4 PAM = allosterically enhances the mouse TRPC4 cation channel; 310,000 compounds, 0.42% hits; AID 2227; B-score at 10 µM; Q9QUQ5; HEK293 TRPC4beta/mu-opioid, DAMGO EC20, Fluo-4 Ca2+ flux; stronger effect = higher value;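 active = B-score of calcium response area above 5 SD of library B-scores, with initial fluorescence ratio within 5 SD of library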;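 note: B-score of integrated fluorescence ratio over time as area under calcium response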
ANO1 activ = mouse TMEM16A channel activation, primary screen; Q8BHY3; HEK293 TMEM16A/YFP-H148Q/I152L, iodide quench fluorescence; stronger effect = lower value; B-score at 10 µM; 340,000 compounds, 0.3% hits; AID 623877;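 active = fluorescence-ratio B-score plate-corrected deviation score at least 3 library SD below zero, with starting fluorescence score within 5 deviations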;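 note: channel opened by trigger with iodide after compound preincubation; score built on the fluorescence ratio of max minus min over baseline; more negative score means more quench and so TMEM16A activation or potentiation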
MrgX1 allo act = human MrgX1 positive allosteric modulation, primary screen. B-score at 10 µM. Q96LB2. MrgX1-HEK293, Fluo-4 calcium flux, FDSS; stronger effect = higher value. 310,000 compounds, 0.63% hits;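 active = plate-corrected calcium response at least 3 library SD above typical, normal starting fluorescence, not activating the receptor alone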;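 note: compound read alongside a low EC10 to EC30 dose of BAM8-22 agonist; peak minus trough fluorescence over baseline measured at the second addition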
TRPC4 act = activators of mouse TRPC4 channel. Q9QUQ5. HEK293 TRPC4beta/mu-opioid, Fluo4 calcium fluorescence; stronger effect = higher value. B-score at 10 µM. 310,000 compounds, 0.49% hits;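 active = B-score above 5 SD of library B-scores, and initial fluorescence ratio not above library mean plus 5 SD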;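 note: positive B-score marks a calcium rise read as TRPC4 activation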
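System – HEK293 cells stably co-expressing mouse TRPC4beta and mu-opioid receptor · Signal – Fluo4 calcium-sensitive dye fluorescence, kinetic, 1 Hz baseline · Benchmarks – buffer (low) and maximal DAMGO (high) · Read-out – B score of integrated fluorescence ratio per well · Incubation – dye loading 45 min room temperature, 110 s kinetic read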
ANO1 block = inhibitors of mouse TMEM16A calcium-activated chloride channel; Q8BHY3; HEK293 TMEM16A/YFP iodide influx fluorescence, ionomycin; normalized B-score (activity score, 25-100; higher = stronger inhibition) at 10 µM; 310,000 compounds, 1.2% hits; AID 588511;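 active = ratio plate-corrected score three or more library SD toward inhibition, starting fluorescence score within five deviations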;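 note: score derived from kinetic fluorescence span divided by baseline fluorescence per well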
* = called active by the depositor; i = inactive; nt = no result given.

SMILES | TRPC6 act | TRPC6 inhibitor | TRPC4 inh | MrgX1 antagonist | MrgX1 ag | SKKanGAS inh | TRPC4 PAM | ANO1 activ | MrgX1 allo act | TRPC4 act | ANO1 block
CC(=O)COC(=O)C1CCN(S(=O)(=O)c2cc([N+](=O)[O-])ccc2Cl)CC1 | i | i | i | i | i | -2 | i | i | i | i | i
COc1ccc(S(=O)(=O)N2CCOC2CNC(=O)C(=O)NCCc2ccccc2OC)cc1 (centres undefined) | i | i | i | i | i | -8 | i | i | i | i | i
CC(C)CCN1CN(S(=O)(=O)c2cccs2)c2nc3ccccc3nc21 | i | i | i | i | i | 2 | i | i | i | i | i
O=C(c1cccc(C(F)(F)F)c1)N1CCC(O)(CS(=O)(=O)Cc2ccccc2Cl)CC1 | i | i | i | i | i | -5 | i | i | i | i | i
Cc1ccc(OCC(=O)Nc2cc(S(=O)(=O)N3CCCCC3)ccc2N2CCN(C)CC2)c(C)c1 | i | i | i | i | i | -2 | i | i | i | i | i
CCOC(=O)c1c(NC(=O)C2COc3ccccc3O2)sc(C)c1C (centres undefined) | i | i | i | i | i | 10 | i | i | i | i | i
C=C(C)c1cccc(C(C)(C)NC(=O)N2CCCC2)c1 | i | i | nt | i | i | -4 | i | i | i | i | i
CC1CCCCC1NC(=O)C1CCN(S(=O)(=O)c2ccc(-n3cnnn3)cc2)CC1 (centres undefined) | i | i | i | i | i | -19 | i | i | i | i | i
CC1=CC(C)(C)N(C(=O)CSc2nnc(C)s2)c2ccc(C)cc21 | i | i | i | i | i | -1 | i | i | i | i | i
COCC(=O)N(Cc1cc2cc(C)ccc2[nH]c1=O)c1ccccc1 | i | i | i | i | i | -7 | i | i | i | i | i
Cc1cc(C(=O)CSc2nnnn2C)c(C)n1Cc1ccco1 | i | i | i | i | i | -4 | i | i | i | i | i
CC1=NN(S(=O)(=O)c2ccc(Cl)cc2Cl)C(=O)c2ccccc2O1 | i | i | i | i | i | 8 | i | i | i | i | i
Cc1csc(CNC(=O)c2cc(COc3c(C)cccc3C)on2)n1 | i | i | i | i | i | 2 | i | i | i | i | i
COC(=O)c1ccc(C(=O)Nc2nc3cc(N)c(C)cc3s2)cc1 | i | i | i | i | i | 1 | i | i | i | i | i
Cc1ccccc1NC(=S)N1CCN(c2ccccc2Cl)CC1 | i | i | i | i | i | 1 | i | i | i | i | i
COc1ccc(S(=O)(=O)NCC2CCCN(C(=O)CSC)C2)cc1 (centres undefined) | i | i | i | i | i | 5 | i | i | i | i | i
COc1ccc(-n2c(=O)c3c(C)c(C)sc3n(Cc3ccc(F)cc3)c2=O)c(OC)c1 | i | i | i | i | i | 9 | i | i | i | i | i
COc1ccc(CCNC(=O)C(=O)NCCCN2CCOCC2)cc1 | i | i | i | i | i | 4 | i | i | i | i | i
O=c1[nH]c2ccc(NC(=S)NCCc3ccccc3)cc2[nH]1 | i | i | i | i | i | 2 | i | i | i | i | i
CSC1=N/C(=C\c2ccc3c(c2)OCO3)C(=O)S1 | i | i | i | i | i | -3 | i | i | i | i | i
CCCn1nc(NS(=O)(=O)c2cccc3nonc23)c2cc3cccc(C)c3nc21 | i | i | i | i | i | 25 | i | i | i | i | 100*
O=C(c1ccco1)N1CCCC(c2ccccc2)C1 (centres undefined) | i | i | i | i | i | 2 | i | i | i | i | i
O=C(O)c1nn2c(C(F)(F)F)cc(-c3cccs3)nc2c1Cl | i | i | i | i | i | 7 | i | i | i | i | i
Cc1ccc(NC(=O)CN2C(=O)S/C(=C\c3cc(C)n(C)c3C)C2=O)cc1 | i | i | i | i | i | -14 | i | i | i | i | i
Cc1cc(Br)cc(Br)c1OCC(=O)NNC(=O)CCC(=O)NCc1ccccc1 | i | i | i | i | i | nt | i | i | i | i | i
Nc1cccc2c1C(=O)N(CCOc1ccc(F)cc1)C2=O | i | i | i | i | i | -6 | i | i | i | i | i
Cc1ccc(S(=O)(=O)Nc2ccc(N3CCOCC3)nc2)cc1 | i | i | i | i | i | -6 | i | i | i | i | i
O=C(O)c1ccc(/C=N/NC(=S)NCCN2CCOCC2)cc1 | i | i | i | i | i | -1 | i | i | i | i | i
CCC(C)C(NC(=O)OC(C)(C)C)C(=O)NCc1ccco1 (centres undefined) | i | i | i | i | i | -4 | i | i | i | i | i
COc1cc(-c2ccc3oc(-c4ccsc4)cc3c2)cc(OC)c1OC | i | i | i | i | i | 3 | i | i | i | i | i
CC/C(=N\NC(=O)c1ccc2c(c1)OCO2)c1ccccc1 | i | i | i | i | i | 14 | i | i | i | i | i
CC(Sc1ncnc2c1cnn2-c1ccccc1)C(=O)NCC1CCCO1 (centres undefined) | i | i | i | i | i | 1 | i | i | i | i | i
Cc1cccc(N=Nc2c(C)nn(-c3ccccc3)c2N)c1C | i | i | i | i | i | 57* | i | i | i | i | i
O=C(O)CCn1c(Cc2ccccc2)nc2ccccc21 | i | i | i | i | i | -5 | i | i | i | i | i
O=C(NNC(=O)[C@@H]1CCCC[C@@H]1C(=O)O)Nc1ccccc1 | i | i | i | i | i | -9 | i | i | i | i | i
O=C1[C@@H]2[C@@H]3C[C@@H]([C@H]4ON=C(c5ccc(Cl)cc5)[C@@H]34)[C@@H]2C(=O)N1c1ccc2c(c1)OCO2 | i | i | i | i | i | -2 | i | i | i | i | i
O=C1N(c2ccccc2)C[C@@H]2C[C@@H](c3cc4ccccc4o3)N3CCC[C@@]123 | i | i | i | nt | nt | 0 | i | i | nt | i | nt
Cc1nc2c(C(=O)N3CCCCC3)cnn2c(C)c1Cc1ccccc1F | 22* | -11* | i | i | i | -7 | i | i | i | i | i
O=C(CCCCCCCC(=O)NNC(=O)Nc1ccccc1)NNC(=O)Nc1ccccc1 | i | i | i | i | i | -3 | i | i | i | i | i
c1ccc(-c2nnc(N3CCOCC3)nc2-c2ccccc2)cc1 | i | i | i | i | i | -15 | i | i | i | i | i
CC1(C)CC(OC(=O)c2ccccc2)CC(C)(C)N1 | i | i | i | i | i | -2 | i | i | i | i | i
CCC(=O)Nc1nnc(-c2ccco2)o1 | i | i | i | i | i | 2 | i | i | i | i | i
Cc1ccc(C)c(N(C(=O)c2snc(C(N)=O)c2N)C(C(=O)NCC2CCCO2)c2ccc(C)o2)c1 (centres undefined) | i | i | -7* | i | i | 0 | i | i | i | i | i
Cn1c(CN2CCC(C(N)=O)CC2)c(C#N)c2ccccc21 | i | i | i | i | i | 1 | i | i | i | i | i
CCCCOCCCNC(=O)c1ccc(NC(C)=O)cc1 | i | i | i | i | i | 2 | i | i | i | i | i
CNC(C)c1ccc(S(N)(=O)=O)cc1 (centres undefined) | i | i | i | i | i | -5 | i | i | i | i | i
NC(=O)c1ccsc1NC(=O)COC(=O)c1ccc(Cl)nc1 | i | i | i | i | i | -3 | i | i | i | i | i
O=C(NNc1cccc(Cl)n1)c1ccc(Cl)cc1Cl | i | i | i | i | i | 6 | i | i | i | i | i
O=C(NCc1ccc(F)cc1)C1CCN(C(=O)NCc2ccccc2)CC1 | i | i | i | i | i | -4 | i | i | i | i | i
CC(C)N(C)S(=O)(=O)c1ccc(NC(=O)CSC(=S)N2CCCC2)cc1 | i | i | i | i | i | -4 | i | i | i | i | i
Cn1c(O)c(N=NC(=O)CNC(=O)c2cccnc2)c2ccccc21 | i | i | i | i | i | -5 | i | i | i | i | i
Oc1ccc(C(c2nnnn2C2CCCC2)N2CCc3ccccc3C2)cc1 (centres undefined) | i | i | i | i | i | 1 | i | i | i | i | i
Cc1ccc(S(=O)(=O)Nc2cc3c(cc2C#N)OCO3)cc1C(N)=O | i | i | i | i | i | 5 | i | i | i | i | i
Cc1cc2cc(CNC(=O)Nc3ccccc3)ccc2n1C | i | i | i | i | i | 1 | i | i | i | i | i
CC(=O)N1CCN(C(=O)COc2ccc(N(C)S(=O)(=O)c3cccs3)cc2)CC1 | i | i | i | i | i | -13 | i | i | i | i | i
Cc1cccc(N(CC(=O)Nc2ccc(CC#N)cc2)S(C)(=O)=O)c1 | i | i | i | i | i | -3 | i | i | i | i | i
C=CCNC(=S)Nc1ccc(Cl)cc1F | i | i | i | i | i | 1 | i | i | i | i | i
CC(C)CCNC(=O)NC(=O)COC(=O)CCN=C1NS(=O)(=O)c2ccccc21 | i | i | i | i | i | -1 | i | i | i | i | i
Cc1cc(-c2onc(C)c2C(=O)Nc2ccc(C(F)(F)F)cc2)no1 | i | i | i | i | i | -5 | i | i | i | i | i
Cc1c(Br)c(O)c(Br)c(O)c1/C=N/n1c(-c2ccccc2)n[nH]c1=S | i | i | i | i | i | 26 | i | i | i | i | i
Next records follow:
SMILES | TRPC6 act | TRPC6 inhibitor | TRPC4 inh | MrgX1 antagonist | MrgX1 ag | SKKanGAS inh | TRPC4 PAM | ANO1 activ | MrgX1 allo act | TRPC4 act | ANO1 block
COc1ccc(-c2cc3c(=O)n(CC(=O)NCc4ccc(C)cc4)ncn3n2)cc1 | i | i | i | i | i | -1 | i | i | i | i | i
CCOC(=O)N1CCN(C(=O)C2CC(c3cc(OC)ccc3OC)=NO2)CC1 (centres undefined) | i | i | i | i | i | nt | i | i | i | i | i
Cc1ccccc1CSc1nnc(-c2ccncc2)o1 | i | i | i | i | i | 13 | i | i | i | i | i
COc1ccc(OCC(=O)NC(=S)NNC(=O)COc2ccc(Br)cc2Cl)cc1 | i | i | i | i | i | 26 | i | i | i | i | i
Cc1ccc(N2C(=O)CC(NNc3nc4ccccc4s3)C2=O)cc1 (centres undefined) | i | i | i | i | i | 8 | i | i | i | i | i
COc1ccc(C)cc1S(=O)(=O)N(C)CC(=O)N1CCC(C)CC1 | i | i | i | i | i | -1 | i | i | i | i | i
